PI4K2A inh: PI4K2A (human) kinase inhibition. purified PI4K2A, ADP-Glo luminescence, 1 h; active compounds read low. activity change, negative = inhibition, % at 76.9 µM. actives 0.13% (n = 420,000); in the data active = activity change below about -50%; inconclusive = mostly about -30% to -49%;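 also: -100% = wells without enzyme as full effect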
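PI4K2A activity was measured by ADP-Glo luminescence: enzyme (4 ug/mL stock) and phosphatidylinositol (1.2 mM stock) in Tris pH 7.5/MgCl2/EGTA/Triton X-100 buffer were reacted with ATP (300 microM stock) for one hour at ambient temperature.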
TRHR PAM: TRH receptor (human) allosteric enhancement | P34981 | TRHR cells, fluo-8 calcium fluorescence, EC20 TRH enhancement | enhancement, % at 2 µM | actives 0.66% (n = 360,000) | AID 493056; in the data active = enhancement above about 30%; also: 0% is about no effect
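Enhancer read-out: after compound pinning and an initial kinetic agonist-mode read, an EC20 of TRH (10 nM final) was injected and fluo-8 calcium signal (Ex 480/Em 530) followed at 1 s/cycle for 100 cycles in TRHR-expressing cells.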
TrxR1 substrate: substrates of rat thioredoxin reductase 1; O89049; purified TrxR1 substrate turnover, NADPH consumption readout; Potency, µM (highest dose often 114 µM), without a hit: at the top dose activity change, negative = substrate turnover; actives 0.01% (n = 390,000); also: potency is read from the fitted curve at half-maximal effect; % is scaled to controls: 0 for no effect and ±100 for the full control effect; nearly all actives have a fitted effect of over 50% in size
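Rat TrxR1, dispensed at 90 nM, was prereduced with 400 uM NADPH (final) for 5 min at ~22 deg C, then incubated with compound 15 min before 400 uM selenite. A first-read NADPH fluorescence drop versus no-compound background flagged substrates.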
D2 ag: activates the human D2 dopamine receptor; P14416; HEK293 T-REx D2 cells, calcium flux agonist mode; activation, % at 2 µM; actives 0.53% (n = 340,000); AID 485358;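 active = activation over 3 SD above normal in the single-dose calcium agonist read, cut at about 30% in these data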; also: 0% is about no effect
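Agonism scored from kinetic calcium signal (1 read/sec, 180 s) following compound pin transfer, after a 10 s baseline. Cells: HEK293 Trex line expressing inducible D2 receptor coupled to calcium, dye-loaded after overnight culture at 30 C.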
mIDH1 inhibitor: blocks human mutant IDH1 R132H enzyme. O75874. IDH1-R132H enzyme, NADPH consumption, diaphorase/resazurin fluorescence. Potency, µM (titrated, usually from 76.6 µM), inactives show at the top dose activity change, negative = inhibition, actives largely listed as inhibitors. actives 0.093% (n = 390,000). AID 602179; also: potency is read from the fitted curve at half-maximal effect; % is scaled to controls: 0 for no effect and ±100 for the full control effect; nearly all actives have a fitted effect of over 65% in size
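IDH1-R132H (0.5 ug/mL) preincubated 30 min with compound, then NADPH (0.016 mM) and alpha-KG (2 mM) added; 80 min at RT, pH 7.5. Remaining NADPH coupled via diaphorase/resazurin to fluorescence (540/590 nm); concentration-response curves normalized to no-enzyme control.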
D2 antag: antagonizes the human D2 dopamine receptor; P14416; HEK293 TREx D2 cells, calcium flux, dopamine EC80; inhibition, % at 10 µM; actives 2% (n = 340,000); AID 485344; in the data active = inhibition above about 30%; also: 0% is about no effect
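Antagonism is scored as inhibition of an EC80 dopamine-evoked calcium signal in a force-coupled, tetracycline-inducible HEK293 T-REx D2 line, with compound present 180 s before agonist.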
rTrxR1 inhibitor: blocks rat thioredoxin reductase 1. actives 1% (n = 390,000). recombinant rTrxR1, NADPH fluorescence consumption, selenite substrate. Potency, µM (doses to about 114 µM), for the others: at the highest dose activity change, negative = inhibition, most hits filed as inhibitors; also: potency is read from the fitted curve at half-maximal effect; % is scaled to controls: 0 for no effect and ±100 for the full control effect; nearly all actives have a fitted effect of over 65% in size
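Rat TrxR1 (90 nM in the dispensed reagent) was pre-reduced with 400 uM NADPH for 5 min at room temperature, then incubated with compound for 15 min. After 400 uM selenite was added, NADPH fluorescence (Ex 340/Em 450 nm) was followed for 8 min.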
USP1 inh: USP1/UAF1 (human) deubiquitinase inhibition | O94782 | recombinant USP1/UAF1, Ub-Rhodamine cleavage fluorescence | Potency, µM (titrated, usually from 57.1 µM), inactives show at the highest dose activity change, negative = inhibition, most hits filed as inhibitors | actives 0.23% (n = 390,000); also: potency is read from the fitted curve at half-maximal effect; % is scaled to controls: 0 for no effect and ±100 for the full control effect; nearly all actives have a fitted effect of over 60% in size; inactives centre near -12
Target sequence (O94782 whole entry, looked up): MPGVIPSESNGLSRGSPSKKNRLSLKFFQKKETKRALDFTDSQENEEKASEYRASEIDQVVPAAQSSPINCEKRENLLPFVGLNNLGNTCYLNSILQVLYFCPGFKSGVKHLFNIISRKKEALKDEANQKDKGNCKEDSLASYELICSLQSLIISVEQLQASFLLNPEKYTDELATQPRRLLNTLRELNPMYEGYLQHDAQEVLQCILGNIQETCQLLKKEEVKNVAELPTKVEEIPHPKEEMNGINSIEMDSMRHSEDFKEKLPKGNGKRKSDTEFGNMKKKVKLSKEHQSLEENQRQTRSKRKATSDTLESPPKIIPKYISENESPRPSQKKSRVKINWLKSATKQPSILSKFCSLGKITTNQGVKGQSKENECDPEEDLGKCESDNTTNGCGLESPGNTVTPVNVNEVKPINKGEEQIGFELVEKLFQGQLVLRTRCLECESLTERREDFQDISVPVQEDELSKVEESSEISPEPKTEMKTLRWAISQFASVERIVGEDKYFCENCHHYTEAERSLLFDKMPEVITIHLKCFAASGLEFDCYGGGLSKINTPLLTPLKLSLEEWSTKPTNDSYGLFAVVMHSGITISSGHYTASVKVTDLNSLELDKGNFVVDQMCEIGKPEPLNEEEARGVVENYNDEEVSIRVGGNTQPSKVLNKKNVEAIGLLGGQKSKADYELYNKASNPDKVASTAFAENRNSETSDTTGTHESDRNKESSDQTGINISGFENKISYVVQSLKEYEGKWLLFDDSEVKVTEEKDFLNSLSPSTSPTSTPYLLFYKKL
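High-throughput fluorogenic screen: 1nM USP1/UAF1 complex, Ub-Rho substrate 150nM final, 50mM HEPES pH 7.8 with 0.5mM EDTA, 0.1 mg/ml BSA, 1mM TCEP and 0.01% Tween-20.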
TRHR ag: agonists of human TRH receptor; TRHR cells, calcium flux fluo-8, FDSS agonist mode; activation, % at 2 µM; actives 0.18% (n = 360,000); AID 493084; in the data active = activation above about 30%; also: 0% is about no effect
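In this calcium-flux screen, cells bearing human TRHR are dye-loaded with fluo-8, baselined for 10 cycles, then exposed to library compounds; positive kinetic calcium responses during the agonist phase mark hits, with TRH as control.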
An asterisk follows results filed as active; ? = inconclusive; . = not tested or not shown; [ ] = dose if it differs, or a comment. Unless noted, calls follow the shape of the dose curve; as a rule, active = well fitted inhibition curve with a large enough effect; inconclusive = small, poorly fitted or top-dose-only effect; inactive = no such curve, though single readings can be large or run the other way.

item	SMILES	PI4K2A inh	TRHR PAM	TrxR1 substrate	D2 ag	mIDH1 inhibitor	D2 antag	rTrxR1 inhibitor	USP1 inh	TRHR ag
1	C=Cc1ccc(CSc2nc(-c3ccc(Cl)cc3)nc3c2Cc2c(CO)cnc(C)c2O3)cc1	0	22	4%	.	-2%	.	5%	-17%	0.3
2	CCOc1ccc(-n2ccnc2SCC(=O)Nc2ccc(OC)cc2OC)cc1	1	-3	0%[57.1 µM]	0.1	0%	.	7%[57.1 µM]	-11%	-0.6
3	CC(C)(C)CC(C)(C)NC(=S)N1CCN(Cc2ccc3c(c2)OCO3)CC1	-2	-9	2%	3.4	-8%	-6	21%[57.1 µM]	-6%	0.3
4	Cc1cnc(C(=O)OC(C(=O)c2c[nH]c3ccccc23)c2ccccc2)cn1 (stereo unspecified)	-4	3	-3%	0.1	0%	-1	7%	-19%	-0.9
5	Cc1cnc(NC(=O)CSc2ncc(-c3ccccc3)n2Cc2ccco2)s1	3	1	19%[57.1 µM]	2.0	10%	-4	14%[57.1 µM]	?	4.5
6	COc1ccccc1NC(=O)Cn1nnc(C(=O)Nc2ccccc2Br)c1N	2	6	1%	0.4	-8%	.	14%	-16%	-0.4
7	CCc1ccc2nc(NC(=O)CSCc3c(C)noc3C)sc2c1	-11	-3	-11%	0.7	4%	7	0%	-11%	-0.4
8	CCCCCCCN(C(=O)CCl)c1cccc(C)c1	10	-1	4%	0.4	3%	1	40µM*	-9%	0.0
9	CC1CC(c2ccccc2)n2nc(NC(=O)c3cccs3)nc2N1 (stereo unspecified)	5	-5	6%[57.1 µM]	0.4	1%	9	6%[57.1 µM]	-17%	1.2
10	O=C(O)CCn1cc(/C=N/O)c(-c2cccc([N+](=O)[O-])c2)n1	3	-1	-2%	0.9	-3%	-10	8%	0%	1.1
11	Cc1cc(C)c(NC(=O)CSc2n[nH]c(-c3ccccc3Cl)n2)c(C)c1	0	4	-4%[57.1 µM]	-0.3	1%	.	14%[57.1 µM]	?	-0.4
12	Cc1ccccc1OCC(O)Cn1c(=N)n(Cc2ccccc2)c2ccccc21 (stereo unspecified)	4	13	7%	2.2	10%	-19	14%	-18%	1.6
13	OC1COC(OCC2OC(OCc3ccccc3)C(O)C(O)C2O)C(O)C1O (stereo unspecified)	-4	15	8%	-0.2	4%	-12	4%	-26%	0.8
14	CSc1ccc(C(=S)N2CCCC2)cc1	2	-4	-3%	-0.2	-2%	14	-3%	-1%	-0.6
15	COc1ccc(NC(=O)c2ccc(N3C(=O)C4CC=C(C)CC4C3=O)cc2)c(OC)c1 (stereo unspecified)	-2	-2	-5%	0.6	-1%	-2	0%	-21%	-0.2

Shown as a hit in rTrxR1 inhibitor (from the list above):
#	Structure	PI4K2A inh	TRHR PAM	TrxR1 substrate	D2 antag	rTrxR1 inhibitor	USP1 inh	TRHR ag
8	CCCCCCCN(C(=O)CCl)c1cccc(C)c1	10	-1	4%	1	40µM*	-9%	0.0

More results.
item	SMILES	PI4K2A inh	TRHR PAM	TrxR1 substrate	D2 ag	mIDH1 inhibitor	D2 antag	rTrxR1 inhibitor	USP1 inh	TRHR ag
16	NC(N)=NN=C1CCC(c2ccccc2)CC1 (stereo unspecified)	0	21	6%	1.3	1%	-23	22%	-15%	1.1
17	CC(=O)CC(c1ccccc1)S(=O)(=O)c1ccc([N+](=O)[O-])cc1 (stereo unspecified)	0	-8	-15%	0.5	-7%	70*	-28%	-28%	-0.6
18	CCOC(=O)c1nn(-c2ccc(F)cc2)c(-c2ccccc2)c1C(=O)c1ccccc1	2	.	-8%	.	3%	.	8%	-6%	.
19	CC(=O)Nc1ccc(S(=O)(=O)NCCc2cn3nc(C)c(C)nc3n2)cc1	-2	2	23%	-0.4	7%	-4	16%	?	0.8
20	CCOc1ccc(Nc2ccnc3cc(Cl)ccc23)cc1	0	-8	1%	-0.2	13%	-15	13%	-13%	0.0
21	COc1ccccc1C(O)(C(=O)N(NC(C)=O)c1ccccc1)c1ccccc1OC	-3	1	16%	0.3	-4%	-2	25%	-20%	0.0
22	Cc1cc(OCC(=O)N2CCOCC2)c(C(C)C)cc1Cl	4	-3	2%[57.1 µM]	-0.2	3%	3	10%[57.1 µM]	-7%	0.4
23	CN(Cc1cc2ccccc2[nH]c1=O)C(=O)COc1ccccc1	0	0	7%[57.1 µM]	0.7	-3%	-13	16%[57.1 µM]	-20%	-0.1
24	CCOc1cc(S(=O)(=O)Nc2ccccc2CC)ccc1Cl	6	-4	-1%[57.1 µM]	0.8	0%	-7	22%[57.1 µM]	-15%	1.5
25	Oc1cccc(C=Nc2cccc3ccccc23)c1O	-30	2	69%[activator]	0.8	3%	1	?	?	0.9
26	Cc1cccc(NC(=O)c2c(F)c(F)c(F)c(F)c2F)c1	0	-10	-4%	0.4	5%	6	3%	7%	0.1
27	C/C(=N\N=C(c1ccccc1)c1ccccc1)c1cccs1	0	-13	-13%	0.5	2%	3	-2%	?	0.2
28	Fc1ccccc1Nc1nc(NCc2ccco2)nc(N2CCOCC2)n1	3	-3	-6%	-0.7	-3%	-8	-4%	-21%	-0.5
29	CNc1ccc(C(=O)c2ccccc2C(=O)O)cc1[N+](=O)[O-]	-2	5	-8%[57.1 µM]	2.4	2%	5	-5%[57.1 µM]	7%	-1.1
30	Cc1ccc(C(=O)NCC(C)NC(=O)c2ccc(C)c([N+](=O)[O-])c2)cc1[N+](=O)[O-] (stereo unspecified)	-2	.	17%[57.1 µM]	.	5%	.	17%[57.1 µM]	-16%	.
31	CC(C)c1nc2c(c(=O)c3ccccc3n2C)c(=O)n1CCc1ccccc1	7	-11	-4%[57.1 µM]	.	-12%	.	3%[57.1 µM]	?	13
32	O=C1CC(c2ccco2)Cc2nc(Nc3ccc(F)cc3)ncc21 (stereo unspecified)	-3	3	-4%[57.1 µM]	-1.7	13%	1	-25%	-24%	-0.8
33	Cc1nc(N2CCCCC2)nc(N2CCCCC2)c1C=O	1	16	-1%	1.8	6%	-1	11%[57.1 µM]	-13%	-1.3
34	CCN1CCN(C(=O)C2CCN(Cc3nc(-c4cccc(Cl)c4)oc3C)CC2)CC1	0	8	8%[57.1 µM]	1.3	-3%	-8	22%[57.1 µM]	-8%	0.4

A draw from above in order of molecular weight, rising:
item	SMILES	PI4K2A inh	TRHR PAM	TrxR1 substrate	D2 ag	mIDH1 inhibitor	D2 antag	rTrxR1 inhibitor	USP1 inh	TRHR ag
33	Cc1nc(N2CCCCC2)nc(N2CCCCC2)c1C=O	1	16	-1%	1.8	6%	-1	11%[57.1 µM]	-13%	-1.3
29	CNc1ccc(C(=O)c2ccccc2C(=O)O)cc1[N+](=O)[O-]	-2	5	-8%[57.1 µM]	2.4	2%	5	-5%[57.1 µM]	7%	-1.1
26	Cc1cccc(NC(=O)c2c(F)c(F)c(F)c(F)c2F)c1	0	-10	-4%	0.4	5%	6	3%	7%	0.1
27	C/C(=N\N=C(c1ccccc1)c1ccccc1)c1cccs1	0	-13	-13%	0.5	2%	3	-2%	?	0.2
23	CN(Cc1cc2ccccc2[nH]c1=O)C(=O)COc1ccccc1	0	0	7%[57.1 µM]	0.7	-3%	-13	16%[57.1 µM]	-20%	-0.1
32	O=C1CC(c2ccco2)Cc2nc(Nc3ccc(F)cc3)ncc21 (stereo unspecified)	-3	3	-4%[57.1 µM]	-1.7	13%	1	-25%	-24%	-0.8
24	CCOc1cc(S(=O)(=O)Nc2ccccc2CC)ccc1Cl	6	-4	-1%[57.1 µM]	0.8	0%	-7	22%[57.1 µM]	-15%	1.5
28	Fc1ccccc1Nc1nc(NCc2ccco2)nc(N2CCOCC2)n1	3	-3	-6%	-0.7	-3%	-8	-4%	-21%	-0.5
31	CC(C)c1nc2c(c(=O)c3ccccc3n2C)c(=O)n1CCc1ccccc1	7	-11	-4%[57.1 µM]	.	-12%	.	3%[57.1 µM]	?	13
21	COc1ccccc1C(O)(C(=O)N(NC(C)=O)c1ccccc1)c1ccccc1OC	-3	1	16%	0.3	-4%	-2	25%	-20%	0.0
34	CCN1CCN(C(=O)C2CCN(Cc3nc(-c4cccc(Cl)c4)oc3C)CC2)CC1	0	8	8%[57.1 µM]	1.3	-3%	-8	22%[57.1 µM]	-8%	0.4

Screening data as filed in PubChem BioAssay.

Rows were taken by chance, and some 3.9% of all compounds hit somewhere here.
